High-throughput results deposited in PubChem by several laboratories.
PKA-R2B activ = PKA-R2B complex activation. P22694+P31323. PKA-R2B holoenzyme dissociation, Cy5-IP20 fluorescence polarization; R2B truncated from residue 108, S112A mutant; 0% DMSO only, 100% 113 µM cGMP. activation, % at 11.4 µM. hit rate 0.079% among 340,000;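 active = activation above a cutoff set at the mean over all compounds plus 3 SD, cut at about 18% in these data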;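 note: higher means more holoenzyme dissociation and a rise in polarization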
Target sequence (P31323 whole entry, looked up, other chains not shown, the tested form may be a part): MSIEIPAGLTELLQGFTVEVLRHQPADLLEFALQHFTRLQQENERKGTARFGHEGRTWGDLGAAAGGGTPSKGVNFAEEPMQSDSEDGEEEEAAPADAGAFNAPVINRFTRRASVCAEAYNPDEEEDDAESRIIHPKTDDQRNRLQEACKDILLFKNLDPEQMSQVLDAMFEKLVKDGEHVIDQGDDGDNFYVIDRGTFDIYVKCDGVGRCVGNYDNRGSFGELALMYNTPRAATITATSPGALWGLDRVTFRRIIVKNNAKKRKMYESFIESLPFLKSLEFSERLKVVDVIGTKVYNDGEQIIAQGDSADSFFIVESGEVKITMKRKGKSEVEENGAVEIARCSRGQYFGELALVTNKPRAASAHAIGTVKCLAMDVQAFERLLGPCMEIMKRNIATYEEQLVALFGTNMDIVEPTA
MOR-DOR inv ag = mu-delta opioid heterodimer inverse agonism. cell-based MOR-DOR heterodimer luminescence. inhibition, % at 9.3 µM. hit rate 0.21% among 340,000. AID 504357; in the data active = inhibition above about 22%, passing the limit was not always enough;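 note: 0% = cells with DMSO and 100% = wells without cells with DMSO; values of inactives mirror those of a sister screen read the other way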
OPRM1-OPRD1 ag = OPRM1-OPRD1 heterodimerization agonism; P35372+P41143; cells, luminescence; activation, % at 9.3 µM; hit rate 0.3% among 340,000; in the data active = activation above about 18%;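 note: 0% = vehicle-treated cells and 100% = reference agonist; values of inactives mirror those of a sister screen read the other way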
DAGLB inhibitor = diacylglycerol lipase beta (human) inhibition; AID 504411; hit rate 0.059% among 340,000; inhibition, % at 5.17 µM; HEK293T DAGLB membrane lysate, EnzChek fluorogenic substrate; in the data active = inhibition above about 34%;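 note: 0% = enzyme with vehicle and 100% = wells lacking enzyme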
PKA-R1A activ = activates the PKA-R1A holoenzyme complex. hit rate 0.083% among 340,000. PKA-R1A dissociation, Cy5-IP20 fluorescence polarization; scaled: DMSO 0%, 113 µM cGMP 100%. activation, % at 11.4 µM. P00514+P68181;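 active = percent activation above the mean of all tested compounds plus 3 SD, cut at about 19% in these data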;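 note: higher means more PKAc released from R1A so a rise in polarization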
DSG3 Ab inh = inhibitors of pemphigus antibody binding to human desmoglein-3 | P32926 | DSG3-coupled beads, scFv-anti-DSG3-GFP binding, flow cytometry; stronger effect = lower value | binding (percent of control), % at 10 µM | hit rate 0.48% among 310,000 | AID 588358;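 active = binding more than 3 SD below its plate's average and above zero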; note: some compounds called inactive have numbers as strong as hits
HTR5A inv ctr = counter-screen for OPRM1-OPRD1 inverse agonists: human HTR5A inverse agonism; P47898; HTR5A cell line, luminescence; inhibition, % at 9.3 µM; hit rate 0.083% among 340,000; AID 504634; in the data active = inhibition mostly above about 23%, no sharp cut-off; inactive = mostly below about 18%;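 note: 0% = cells with DMSO and 100% = no-cell wells with DMSO; some compounds called inactive have numbers as strong as hits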
Target sequence (P47898 whole entry, looked up): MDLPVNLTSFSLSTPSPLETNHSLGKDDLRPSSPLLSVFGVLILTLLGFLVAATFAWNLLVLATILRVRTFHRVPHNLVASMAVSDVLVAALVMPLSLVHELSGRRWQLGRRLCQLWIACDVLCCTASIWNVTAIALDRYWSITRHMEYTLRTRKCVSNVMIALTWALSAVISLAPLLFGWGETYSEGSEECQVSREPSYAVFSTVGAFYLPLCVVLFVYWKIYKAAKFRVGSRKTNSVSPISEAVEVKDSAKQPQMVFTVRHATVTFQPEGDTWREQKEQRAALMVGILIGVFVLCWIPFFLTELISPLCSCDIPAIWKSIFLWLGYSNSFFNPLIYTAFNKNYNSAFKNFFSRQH
Arrestin-AP2 inh = inhibitors of human beta-arrestin and AP2 interaction. FITC-arrestin peptide / GST-AP2 beads, flow cytometry; AP2 beta2 appendage carries R879A mutation. inhibition, % at 10 µM. hit rate 0.31% among 340,000;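 active = inhibition above a set limit, near 3 SD of compounds lacking own fluorescence, cut at about 54% in these data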;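 note: plate controls were DMSO wells for no effect and 5 µM unlabelled arrestin peptide for full effect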
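System: GST-tagged AP2 beta2-adaptin appendage (R879A) on 4 µm glutathione beads / Reagent: FITC-arrestin peptide, 50 nM / Detection: HyperCyt-sampled flow cytometry, FL1 channel, ex 488/em 535 nm / Timing: 12 min plus 1 h, RT / Buffer or medium: PBS plus Tween 20 (0.05%) and BSA (0.1%)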
V-ATPase pH = yeast V-ATPase proton transport regulation by pHLuorin. response, % at 10 µM. S. cerevisiae, pHLuorin cytosolic pH fluorescence. hit rate 0.37% among 350,000; in the data active = response mostly above about 7.3%, no sharp cut-off; inactive = mostly below about 5.4%; note: actives read high; inactives centre near 0; some compounds called inactive have numbers as strong as hits; reference of the scale not given here
HTR5A ag ctr = counter-screen for OPRM1-OPRD1 agonists: human HTR5A agonism; HTR5A agonist assay, luminescence, cell-based; activation, % at 9.3 µM; hit rate 0.61% among 340,000; in the data active = activation mostly above about 9.5%, no sharp cut-off; inactive = mostly below about 7.6%;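 note: 0% = cells with vehicle only and 100% = reference agonist; strong numbers were not always called active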
An asterisk follows results filed as active; / = not tested or not shown.

mol,PKA-R2B activ,MOR-DOR inv ag,OPRM1-OPRD1 ag,DAGLB inhibitor,PKA-R1A activ,DSG3 Ab inh,HTR5A inv ctr,Arrestin-AP2 inh,V-ATPase pH,HTR5A ag ctr
O=C(CN(C(=O)CCC(=O)Nc1nccs1)c1ccc2c(c1)OCO2)NCc1ccccc1,-5,3,-0.4,2,-1,/,-4,-4,4,1
COc1cc(C(=O)OCC(=O)c2c(N)n(C)c(=O)n(C)c2=O)ccc1OCCC(C)C,9,11,-2.2,-1,0,96,0,55*,-1,0
Cc1ccc(Cn2cnc3c(cnn3-c3ccc(F)cc3)c2=O)cc1,1,-21,4.6,-2,-4,103,-24,-1,-1,9
CCOC(=O)c1sc(-c2ccc(Cl)cc2)nc1O,-4,13,-2.7,1,8,103,-6,-1,-4,0
CCCCN(C(=S)NC(=O)c1ccccc1)c1c(N)n(Cc2ccccc2)c(=O)[nH]c1=O,-3,2,-0.3,4,-6,93,5,8,-2,-2
Cc1ccc(C(=O)NC(=C(Cl)Cl)S(=O)(=O)c2ccc(Cl)cc2)cc1,-7,-29,6.3,7,-13,105,6,0,1,-2
COc1nccc(C(F)(F)F)c1C(=O)Nc1ccc(Cl)cc1,11,1,-0.1,-2,-5,/,-4,25,-2,-3
Cc1ccc2c(C)c(C(=O)N3CCC(O)(c4ccccc4)CC3)oc2c1C,-3,-9,2.0,8,-9,94,-6,-9,3,2

(further entries)
mol,PKA-R2B activ,MOR-DOR inv ag,OPRM1-OPRD1 ag,DAGLB inhibitor,PKA-R1A activ,DSG3 Ab inh,HTR5A inv ctr,Arrestin-AP2 inh,V-ATPase pH,HTR5A ag ctr
CCc1ccccc1NC(=O)C1CCCN1S(=O)(=O)c1ccc2c(c1)n(C)c(=O)c(=O)n2C (stereo not drawn),0,9,-1.8,0,0,100,6,4,0,0
Cc1ccc(CN2CCN(C(=O)c3ccco3)CC2)cc1,4,-16,2.9,-1,9,103,-26,8,-2,1
CCOc1nc(NC(C)C)nc(NC(C)C)n1,5,14,-2.5,0,-10,95,-12,28,-3,-1
CCCCCCCC[n+]1c(C)n(-c2ccccc2)c2ccc(NC(C)=O)cc21,-10,-16,3.5,2,-2,104,10,-22,-1,-4
NS(=O)(=O)c1cccc(NC(=O)CNC(=O)CC23CC4CC(CC(C4)C2)C3)c1,-2,-25,4.8,3,-10,107,3,4,-3,5
CC(OC(=O)c1cccc([N+](=O)[O-])c1)C(=O)NCc1ccc2c(c1)OCO2 (stereo not drawn),-4,15,-2.6,-3,-11,107,10,22,-1,-3
COc1cccc(OC)c1OCCNCCO,10,14,-2.5,-3,-5,102,-4,12,0,1
CNS(=O)(=O)c1cc(NC(=O)CCNC(=O)c2ccco2)ccc1C,7,2,-0.2,2,-4,/,-8,-3,-3,8

The listing continues.
mol,PKA-R2B activ,MOR-DOR inv ag,OPRM1-OPRD1 ag,DAGLB inhibitor,PKA-R1A activ,DSG3 Ab inh,HTR5A inv ctr,Arrestin-AP2 inh,V-ATPase pH,HTR5A ag ctr
CCO/N=C1\C(=O)N(c2ccccc2)c2ccccc21,-10,7,-1.2,-4,-3,101,-2,29,-2,1
NC(=O)c1c(NC(=O)c2cccnc2Cl)sc2c1CCCC2,2,7,-1.4,-2,2,120,24,26,-2,-2
CCOc1ccc(N(CC(=O)N2CCc3ccccc32)S(=O)(=O)c2c(C)noc2C)cc1,2,-2,0.3,-7,6,105,4,1,-1,-1
COc1ccc(S(=O)(=O)Nc2nc3c(s2)C(=O)CC(C)(C)C3)cc1,0,-24,3.2,-2,-1,/,-12,7,-2,4
COc1cccc(OC)c1OC(=O)/C=C/c1ccc(C)o1,5,6,-0.8,0,-2,/,17,-1,3,-7
CCCCS(=O)(=O)c1sc2nc(C)cc(C)c2c1N,-4,-12,2.0,-1,3,127,-21,8,-7,10
N/C(=N\OC(=O)COc1ccc(Br)cc1Cl)c1ccccn1,9,-15,3.1,-7,8,86,-23,4,22*,-1
CC1(C)Cc2c(c(-c3ccco3)[nH]c(=O)c2C#N)CS1,-12,6,-1.1,2,1,108,14,12,-2,1

Continuation:
mol,PKA-R2B activ,MOR-DOR inv ag,OPRM1-OPRD1 ag,DAGLB inhibitor,PKA-R1A activ,DSG3 Ab inh,HTR5A inv ctr,Arrestin-AP2 inh,V-ATPase pH,HTR5A ag ctr
CN1CCN(c2ccc(Cl)cc2NC(=O)c2ccc([N+](=O)[O-])cc2)CC1,-4,-3,0.6,1,-16,95,-14,41,0,9
O=C(OCc1cccnc1)C1=Cc2ccccc2OC1,-2,16,-3.0,-3,-8,107,-5,12,-1,2
CC(OC(=O)Cc1cccc(C(F)(F)F)c1)C(=O)Nc1ccc(Cl)cn1 (stereo not drawn),-3,-7,1.4,-1,-11,97,10,50,-4,5
Cc1cc(=O)oc2cc(OCC(=O)N3CCCc4ccccc43)ccc12,-2,15,-2.6,-2,6,105,14,8,2,-5
CCC(C)[C@H](NC(=O)Nc1ccc2c(c1)OCCO2)C(=O)OC (stereo partly drawn),-5,12,-2.3,3,-2,103,-1,11,-2,0
Cc1cccc2c1CC(C)(C)N=C2C1=C(O)CCCC1=O,-9,21,-5.1,-2,-9,/,14,-3,2,-6
C=CCn1c(SCC(=O)c2ccc(OC)cc2)nnc1-c1ccc2c(c1)OCO2,-3,10,-1.4,2,-5,109,13,-2,0,-4
CC(C)C[C@@]12C(=O)N(c3cccc(F)c3)C(=O)N1[C@H](c1ccc(F)cc1)[C@@H]1C(=O)N(C3CCCCC3)C(=O)[C@@H]12,-18,8,-1.4,-4,-3,99,0,3,4,6

Going on with the list.
mol,PKA-R2B activ,MOR-DOR inv ag,OPRM1-OPRD1 ag,DAGLB inhibitor,PKA-R1A activ,DSG3 Ab inh,HTR5A inv ctr,Arrestin-AP2 inh,V-ATPase pH,HTR5A ag ctr
O=c1[nH]c(=O)c2[nH]c(=S)n(-c3ccccc3)c2[nH]1,15,3,-0.6,2,2,114,-2,-10,-1,0
CC(=O)Nc1ccc(NC(=O)C2C3C=CC(C3)C2C(=O)O)cc1 (stereo not drawn),6,7,-1.5,0,-10,103,-2,22,-4,1
CCc1ccc(OCC(=O)c2c(O)c3ccccc3oc2=O)cc1,-1,2,-0.4,-4,-6,50*,21,21,3,0
O=C(NCCc1ccccc1)c1cccc(N2C(=O)C3CC=CCC3C2=O)c1 (stereo not drawn),-5,6,-1.2,-1,-7,126,16,-1,-5,-3
CCCCCCc1ccc(OCC(=O)OC)cc1OCC(=O)OC,-6,-40,7.1,-6,-1,105,-6,6,2,2
Cc1c(C(=O)N(C)c2ccccc2Cl)cnn1-c1ccccc1,-1,10,-2.1,-1,-10,117,10,31,4,-3
CCC(=O)c1ccc(OCC(=O)NCCC2=CCCCC2)c(OC)c1,2,10,-2.0,-1,-7,104,-1,-9,-3,-2
COc1ccc(-n2nc(C(=O)NCC(=O)Nc3cccc(Cl)c3)c3ccccc3c2=O)cc1,0,1,-0.2,0,-3,/,2,11,2,1

Continuation.
mol,PKA-R2B activ,MOR-DOR inv ag,OPRM1-OPRD1 ag,DAGLB inhibitor,PKA-R1A activ,DSG3 Ab inh,HTR5A inv ctr,Arrestin-AP2 inh,V-ATPase pH,HTR5A ag ctr
COc1cc(/C=C(/C#N)C(=O)NCCc2c[nH]c3ccccc23)ccc1OCc1ccccc1F,-8,-8,1.4,-3,-7,100,0,-1,-2,2
COc1ccc2nc(C)cc(N/N=C/c3ccccc3)c2c1,1,-83,21*,0,3,107,-4,26,-3,-2
Cc1ccc(OCC(=O)Nc2ccc(-n3cnnn3)cc2)c(C)c1,-2,7,-1.4,2,-10,103,-24,13,-4,10
C[N+]1(C)CC2=Cc3ccccc3CC2C1 (stereo not drawn),-12,7,-1.4,-1,-21,101,1,21,3,-1
Cc1ccc2cc(CN(Cc3ccco3)C(=O)NCc3ccccc3)c(=O)[nH]c2c1C,6,10,-1.8,8,-15,103,-4,8,-1,2
Cc1ccc(S(=O)(=O)N(CC(=O)N2CCC(C)CC2)Cc2ccccc2F)cc1,-9,7,-1.3,-4,-12,95,-7,19,-1,2
CCOC(=O)Cc1nnc(NC(=O)C(CC)Sc2nc(C)cc(=O)[nH]2)s1 (stereo not drawn),7,7,-1.2,1,2,103,-6,4,6,2
Cc1ccc(C(=O)N(C)c2ccc(OCC(=O)N3c4ccc(C)cc4C4CN(C)CCC43)cc2)cc1 (stereo not drawn),-8,/,/,-1,-6,108,/,13,2,/

Carrying on.
mol,PKA-R2B activ,MOR-DOR inv ag,OPRM1-OPRD1 ag,DAGLB inhibitor,PKA-R1A activ,DSG3 Ab inh,HTR5A inv ctr,Arrestin-AP2 inh,V-ATPase pH,HTR5A ag ctr
O=C(CN1C(=O)c2cccc3cccc(c23)C1=O)N1CCCCCC1,1,12,-2.3,0,-17,98,-20,36,-6,2
CC(=O)c1c(C)cc(C)c(CSc2nc(C)cc(=O)[nH]2)c1C,-1,-23,3.7,1,-7,104,-15,0,0,6
COc1cc(C2NC(=O)CCC2[N+](=O)[O-])cc(OC)c1OC (stereo not drawn),-1,16,-2.7,-2,9,98,-23,-12,2,6
COC(=O)c1sccc1NC(=S)N1CCC(C)CC1,-11,3,-0.5,-14,-8,74,-26,23,-1,-2
CCc1nnc(NC(=O)CCC(=O)NC2CCCCCCC2)s1,5,16,-3.1,-2,-16,100,20,1,-1,1
CCn1c(C(=O)N2CCC(C(=O)NCc3ccc(OC)cc3)CC2)cc2sccc21,7,11,-2.1,-2,-8,95,-2,-7,2,1
CN(CC(=O)N1CCc2ccccc21)S(=O)(=O)c1ccc(Br)s1,-14,15,-3.5,-3,-8,116,9,6,2,7
CN(C)CC(O)COC(c1ccc(Cl)cc1)c1ccc(Cl)cc1 (stereo not drawn),-11,15,-3.0,2,8,/,4,-14,1,5
CC(C)CNc1nc(N)c([N+](=O)[O-])c(NC2CCCCC2)n1,5,9,-2.1,-2,8,105,-17,1,2,5
CC(C)(C)C(=O)OC/C(N)=N/OC(=O)c1ccc(Cl)cc1,1,1,-0.1,-5,-8,100,-24,-2,0,6
O=C(NC(C(=O)N1CCCC1C(=O)O)=C1CCCCC1)c1ccccc1 (stereo not drawn),6,9,-2.1,0,1,103,23,-5,-3,0
